Screening results: PubChem BioAssay, several laboratories
LMPTP block – LMPTP (human) inhibition. P24666. recombinant LMPTP-A, OMFP fluorogenic substrate, fluorescence intensity. inhibition, % at 20 µM. 360,000 tested, 0.22% active;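 active means compounds that cut the enzyme signal by at least half of the control window in the single-dose screen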;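 further: plate controls were DMSO wells with enzyme plus substrate for no effect and substrate without enzyme for full effect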
Target sequence (P24666 whole entry, looked up): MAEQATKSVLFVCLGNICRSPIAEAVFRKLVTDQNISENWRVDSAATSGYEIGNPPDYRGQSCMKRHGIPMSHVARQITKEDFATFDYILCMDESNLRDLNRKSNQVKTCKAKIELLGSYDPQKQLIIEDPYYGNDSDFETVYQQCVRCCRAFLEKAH
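Test system: LMPTP-A, protein tyrosine phosphatase of low molecular weight; Input: 0.625 nM enzyme; Incubation: 50 min dark incubation at room temperature; Signal: endpoint fluorescence intensity from OMFP dephosphorylation; Read-out basis: % inhibition versus control wells.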
MLLE-PAM2 inh – inhibitors of microRNA-mediated deadenylation, human PABP1 MLLE binding | P11940 | GST-MLLE / FITC-PAM2 fluorescence polarization | inhibition, % at 20 µM | 360,000 tested, 0.36% active | AID 588489; in the data active means inhibition above about 35%, passing the limit was not always enough;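 further: plate controls were DMSO wells with GST-MLLE for no effect and wells lacking GST-MLLE protein for full effect; some results filed as inactive read as strong as hits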
Rpn11 inh – Rpn11 (human) deubiquitinase inhibition. O00487. AID 588493. 360,000 tested, 0.59% active. human 26S proteasome, Ub4-pepOG fluorescence polarization; 20S core pre-blocked with epoxomicin. calls only at 20 µM;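 active means inhibition at 20 µM, scaled to each plate's controls, above about 33%, limit read from the data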
CSN deneddyl inh – inhibitors of human CSN-mediated cullin deneddylation | AID 651999 | 360,000 tested, 0.38% active | Q92905 | Purified CSN, SCF-Nedd8-OG deneddylation, fluorescence polarization | inhibition, % at 12.5 µM;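 active means pattern-corrected inhibition above about 35%, with an unprinted fluorescence ratio check between 0.5 and 1.5, limit read from the data, passing the limit was not always enough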;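 further: 0% = enzyme with substrate and 100% = substrate without enzyme; some results filed as inactive read as strong as hits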
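Detection – fluorescence polarization · System – HEK293T-derived human Csn5 enzyme · Controls – substrate-only high control, full reaction low control · Timing – 90 min, room temperature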
NadD inh – blocks S. aureus nicotinate mononucleotide adenylyltransferase. 360,000 tested, 0.78% active. purified NadD enzyme, colorimetric absorbance read-out. AID 602399. inhibition, % at 20 µM; in the data active means inhibition above about 26%; further: some compounds past the cut are filed as inactive
Scp1 inh – inhibitors of human Scp-1 phosphatase | Recombinant Scp1, phosphopeptide, malachite green phosphate absorbance | inhibition, % at 20 µM | 340,000 tested, 0.88% active;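 active means inhibition above about 50% at 20 µM, limit read from the data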;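 further: plate controls were DMSO wells with enzyme for no effect and wells lacking enzyme for full effect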
Target sequence (Q9GZU7 76-261 limits assumed): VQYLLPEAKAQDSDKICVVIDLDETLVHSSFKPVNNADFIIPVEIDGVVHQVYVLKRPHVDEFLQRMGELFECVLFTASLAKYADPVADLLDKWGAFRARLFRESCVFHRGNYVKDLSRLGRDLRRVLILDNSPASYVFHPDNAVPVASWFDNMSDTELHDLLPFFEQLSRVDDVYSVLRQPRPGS
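Test system: SCP-1 phosphatase catalytic domain, residues 76-261; measured by: colorimetric phosphate reagent with accelerator and stabiliser, absorbance at 630 nm; timing: enzyme reaction 45 min at room temperature, colour 5 min, stabilisation 30 min; also added: Phosphorylated 17-residue peptide substrate; compound dosing: one concentration, 20 µM, with 1.0% DMSO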
TbMetRS inhib – Trypanosoma brucei MetRS inhibition; purified T. brucei MetRS, ATP depletion, Kinase-Glo luminescence; inhibition, % at 11.9 µM; 360,000 tested, 0.4% active; AID 624268;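 active means inhibition above a per-plate cutoff of the control wells' mean inhibition plus 3 SD, cut at about 5.5% in these data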;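 further: 0% = DMSO wells median and 100% = median of wells with control inhibitor compound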
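System: purified T. brucei MetRS enzyme / Detection: Kinase-Glo luciferase luminescence reporting remaining unconsumed ATP / Medium: HEPES buffer with MgCl2, KCl, DTT, spermine, BSA, pyrophosphatase / Replication: singlicate, one well per compound / Evaluation: percent inhibition relative to median high and low control wells / Schedule: 2 h aminoacylation at 25 °C after 15 min preincubation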
DNMT1 inh – blocks human DNA methyltransferase DNMT1; P26358; inhibition (reported as % activation of signal), % at 10 µM; AID 588458; 360,000 tested, 0.83% active; DNMT1 molecular beacon, Hinp1I cleavage, fluorescence; in the data active means inhibition above about 50%
SUMO1-SIM PPI – SUMO1-SIM interaction modulation; inhibition, % at 20 µM; SUMO1 binding to a labelled peptide, TR-FRET, 1 h; AID 602429; P63165; 360,000 tested, 0.33% active; in the data active means inhibition above about 37%
Target sequence (P63165 whole entry, looked up): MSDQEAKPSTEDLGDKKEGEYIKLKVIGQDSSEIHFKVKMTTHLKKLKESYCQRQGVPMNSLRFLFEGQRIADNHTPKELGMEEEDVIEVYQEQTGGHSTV
STEP block – inhibitors of human striatal-enriched phosphatase STEP. P54829. 360,000 tested, 0.25% active. recombinant STEP, OMFP fluorogenic substrate, fluorescence. inhibition, % at 20 µM;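 active means inhibition at 20 µM, scaled per plate between control wells, above about 37%, limit read from the data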;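 further: 0% = DMSO with enzyme and substrate and 100% = substrate only without enzyme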
Target sequence (P54829 whole entry, looked up): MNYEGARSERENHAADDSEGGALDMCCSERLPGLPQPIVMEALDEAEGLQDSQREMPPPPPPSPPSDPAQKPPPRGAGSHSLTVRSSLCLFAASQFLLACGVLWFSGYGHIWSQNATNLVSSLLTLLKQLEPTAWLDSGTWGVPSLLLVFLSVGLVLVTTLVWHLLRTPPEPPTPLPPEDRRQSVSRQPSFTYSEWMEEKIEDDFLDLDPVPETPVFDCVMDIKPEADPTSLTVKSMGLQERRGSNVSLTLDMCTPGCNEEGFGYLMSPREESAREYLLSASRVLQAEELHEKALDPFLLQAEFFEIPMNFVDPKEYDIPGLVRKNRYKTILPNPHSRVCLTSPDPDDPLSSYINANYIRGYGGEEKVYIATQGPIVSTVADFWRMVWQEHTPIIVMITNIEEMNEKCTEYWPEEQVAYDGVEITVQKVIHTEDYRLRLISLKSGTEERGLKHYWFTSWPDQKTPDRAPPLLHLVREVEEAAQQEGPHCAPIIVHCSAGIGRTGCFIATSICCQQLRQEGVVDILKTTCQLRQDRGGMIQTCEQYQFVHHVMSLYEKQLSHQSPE
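Assay system: isolated STEP enzyme. Buffer or medium: pH 6.0 Bis-Tris with DTT and Tween 20. Also added: fluorogenic phosphatase substrate OMFP at 25 µM final. Dosing: 20 µM, 1% DMSO. Timing: 20 min reaction, room temperature, in the dark. Measured by: fluorescence intensity, excitation 480 nm, emission 540 nm. Evaluation: normalized % inhibition.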
* = called active by the depositor; i = inactive; . = not tested or not shown.

SMILES	LMPTP block	MLLE-PAM2 inh	Rpn11 inh	CSN deneddyl inh	NadD inh	Scp1 inh	TbMetRS inhib	DNMT1 inh	SUMO1-SIM PPI	STEP block
CC1CN(C(=O)N2c3ccccc3Sc3ccccc32)C(C)CC1=O (stereo not drawn)	-0.7	6	i	-1	3	-8	0.0	-2	3	-2
CNC(=O)/C(C#N)=C/c1ccc(-c2nc3ccccc3s2)o1	-0.8	1	i	0	0	0	-0.5	-1	-17	-2
CC(=O)Nc1ccc(OCCC[n+]2ccccc2)cc1	-1.6	10	i	6	-7	-1	-0.2	1	2	0
CCOC(=O)C1(Cc2cccc(Cl)c2)CCCN(C(=O)c2ccc(COC)s2)C1 (stereo not drawn)	0.3	1	i	1	-4	-7	-0.3	0	-3	2
O=C(Nc1nnc(-c2cccs2)o1)c1cccc(Oc2ccccc2)c1	2.6	0	i	9	9	-15	-0.2	3	5	1
CCN1CCCC1CNC(=O)c1csc2c1CCCC2 (stereo not drawn)	-0.6	-3	i	-2	-5	-1	-0.8	3	2	0
COc1ccc(OC)c(N(CC(=O)Nc2ccccc2)S(C)(=O)=O)c1	0.1	-2	i	3	2	-8	-0.7	1	3	-3
O=C1NC(=O)N2CCSC2(Cc2ccccc2)N1 (stereo not drawn)	-1.2	41*	i	0	-4	2	0.1	12	-9	-4
COc1cccc(CN2CC(C(=O)N3CCCCCCC3)CCC2=O)c1 (stereo not drawn)	-0.2	-9	i	0	-3	-5	-0.1	1	-5	-2
CCCS(=O)(=O)c1c(S(=O)(=O)CCC)c2c(C(N)=O)cccn2c1C(=O)c1ccc(F)cc1	0.5	-7	i	-1	1	10	0.1	-4	-5	0
CC(Oc1ccc(Cl)cc1)/C(N)=N/O (stereo not drawn)	-0.3	0	i	2	-8	9	-1.1	1	-5	10
CC(=O)N(CCc1ccccc1C)Cc1cc2cc3c(cc2[nH]c1=O)OCO3	-2.4	5	i	-6	8	6	0.2	3	-2	5
Cc1cc(C)cc(N2C(=O)CN(Cc3ccccc3)C2=S)c1	2.4	0	i	-5	-8	-14	-0.2	-2	0	2
CCCCNc1nc2ccccc2nc1NS(=O)(=O)c1ccc(F)cc1	0.7	8	i	-4	-3	-9	-1.3	-1	-2	-3
CCOc1ccc(CNC(=O)C(=O)c2cn(CC(=O)N3CCOCC3)c3ccccc23)cc1OC	0.9	9	i	6	1	-5	0.0	1	-11	0
COc1ccc(CNc2nc3ccccc3n2Cc2ccc(Cl)cc2)cc1OC	9.1	22	i	3	8	4	-0.1	6	4	2
Cc1ccc(Cc2c(-c3ccco3)nc3ccc(Br)cn23)cc1	4.5	-9	i	34	30*	.	0.2	37	-6	3
O=C(CO/N=C/c1cccc([N+](=O)[O-])c1)NC1CCCCCC1	-1.6	-3	i	3	-4	0	-0.5	0	-16	2
CC(=O)NS(=O)(=O)c1ccc(NC(=O)CSc2ccccc2)cc1	-2.2	8	i	2	-4	-8	0.5	2	2	0
CCS(=O)(=O)n1nc(-c2ccco2)nc1N	-0.3	5	i	2	12	-2	0.5	0	-1	-2

One compound at a time (already shown):
`CNC(=O)/C(C#N)=C/c1ccc(-c2nc3ccccc3s2)o1` is listed with LMPTP block = -0.8; MLLE-PAM2 inh = 1; Rpn11 inh = i; CSN deneddyl inh = 0; NadD inh = 0; Scp1 inh = 0; TbMetRS inhib = -0.5; DNMT1 inh = -1; SUMO1-SIM PPI = -17; STEP block = -2
`CCS(=O)(=O)n1nc(-c2ccco2)nc1N` is listed with LMPTP block = -0.3; MLLE-PAM2 inh = 5; Rpn11 inh = i; CSN deneddyl inh = 2; NadD inh = 12; Scp1 inh = -2; TbMetRS inhib = 0.5; DNMT1 inh = 0; SUMO1-SIM PPI = -1; STEP block = -2

Among those listed so far, these have a thiophene ring, fused or not:
SMILES	LMPTP block	MLLE-PAM2 inh	Rpn11 inh	CSN deneddyl inh	NadD inh	Scp1 inh	TbMetRS inhib	DNMT1 inh	SUMO1-SIM PPI	STEP block
CCOC(=O)C1(Cc2cccc(Cl)c2)CCCN(C(=O)c2ccc(COC)s2)C1 (stereo not drawn)	0.3	1	i	1	-4	-7	-0.3	0	-3	2
O=C(Nc1nnc(-c2cccs2)o1)c1cccc(Oc2ccccc2)c1	2.6	0	i	9	9	-15	-0.2	3	5	1
CCN1CCCC1CNC(=O)c1csc2c1CCCC2 (stereo not drawn)	-0.6	-3	i	-2	-5	-1	-0.8	3	2	0

Remaining list, next part:
SMILES	LMPTP block	MLLE-PAM2 inh	Rpn11 inh	CSN deneddyl inh	NadD inh	Scp1 inh	TbMetRS inhib	DNMT1 inh	SUMO1-SIM PPI	STEP block
C=C/C(C)=C/CC1C(=C)CCC2C(C)(C(=O)O)CCCC12C (stereo not drawn)	0.1	4	i	34	20	4	0.0	81*	16	0
CC(=O)NC(c1ccc([N+](=O)[O-])cc1)c1c(O)ccc2ccccc12 (stereo not drawn)	0.3	-15	i	2	5	-13	0.7	1	-14	1
C/C(NC(=O)c1cccc(F)c1)=C1/C(=O)C[C@@H]2[C@H]1C2(C)C	2.3	-6	i	-3	-11	-7	-0.9	-2	-17	2
Cc1nn(CC(=O)NCCCN2CC(C)CC(C)C2)c(=O)c2cccn12 (stereo not drawn)	-2.8	-3	i	-3	-4	-6	-0.4	2	-4	-2
CCOC(=O)c1c(N)sc(C(=O)Nc2ccc3c(c2)OCO3)c1C	0.7	8	i	0	-2	-10	-1.1	1	5	0
CC1Cc2ccccc2N1C(=O)CO/N=C/c1ccccc1OC(F)F (stereo not drawn)	2.4	-4	i	-5	-5	-9	0.3	1	-5	2
O=S1(=O)CCOC(CO)CN1Cc1ccc(Cl)c(Cl)c1 (stereo not drawn)	-0.2	-6	i	-8	-3	-4	0.7	2	1	-3
COCCN(CC(=O)Nc1cccc(C)c1C)C(=O)C1CCN(S(=O)(=O)c2ccccc2)CC1	-0.7	-2	i	-5	3	-8	-0.7	2	-2	3
Cc1[nH]c(C)c(S(=O)(=O)N(Cc2ccccc2)C(C)(C)C)c1C(=O)N1CCCC1	-0.7	2	i	2	-1	-11	-0.2	1	3	-1
CSc1ncc(C(=O)Nc2cccc(S(N)(=O)=O)c2)n1-c1ccccc1	-0.5	7	i	5	-5	-5	-1.1	-3	4	-1
O=S(=O)(NN=C1CCCCCC1)c1ccccc1	0.2	4	i	-2	0	-8	-0.2	1	1	-1
Fc1ccc(/C=N/Nc2nn[nH]n2)cc1	-2.6	2	i	-6	1	0	-0.6	0	-4	-1
COc1ccc(N(CC(=O)NCC2CCCO2)S(=O)(=O)c2ccc(C)cc2)cc1OC (stereo not drawn)	-0.4	1	i	0	3	-2	-0.3	4	0	0
c1ccc(-n2c(-c3ccco3)nnc2N2CCOCC2)cc1	-0.2	-3	i	-2	0	-5	0.1	0	3	1
COc1ccc(NS(=O)(=O)c2cccc(NC(=O)C34CCC(CC3)C4)c2)cc1	-0.6	-3	i	1	-4	-10	-0.4	-1	4	0
CC(=O)N1c2ccccc2-c2nc3ccccc3n2C1C (stereo not drawn)	0.1	3	i	0	0	-7	0.9	1	-1	-1
CC(C)=CC(=O)N1CCC(N2CCC(C(=O)N3CCOCC3)CC2)CC1	-0.6	2	i	2	0	-6	0.5	0	4	-1
CC(=O)c1c(-c2ccc(C)cc2)nc2c3ccccc3ccn12	2.7	-7	i	2	-5	-4	-0.3	0	1	0
O=C1CN(C(=O)CSc2nnnn2C2CC2)c2ccccc2N1	-1.8	-5	i	2	-3	-2	-0.3	-1	2	2
CCC(C(=O)NCc1ccc(OC)cc1)n1nc(C)n2c(cc3occc32)c1=O (stereo not drawn)	2.5	20	i	10	-2	-4	0.1	-7	1	2
COC(=O)c1cc(S(=O)(=O)N2CCCC2=O)c(Cl)cc1Cl	1.2	1	i	3	-4	-5	-0.7	0	11	1
Cn1cnc2c(N3CCCCC3)nccc21	-0.5	2	i	1	-4	0	-1.2	-3	1	1
O=C(N/N=C/c1cn(-c2ccccc2)nc1-c1cccnc1)c1ccc(F)cc1	2.6	3	i	0	-1	-3	-0.2	-3	-2	2
Cn1cccc1C(=O)NCc1ccccn1	-1.6	5	i	7	-2	-1	-0.5	1	-3	0
CC(C1CC2CCC1C2)n1c(COc2ccccc2F)nnc1SCC(N)=O (stereo not drawn)	1.0	-35	i	-8	0	-8	-0.3	-2	0	-1
COc1ccc(CN(CC(=O)NC2CCCC2)C(=O)CCC(=O)Nc2nccs2)cc1	-0.5	7	i	-1	-6	-3	-0.5	0	1	3
CC(NC(=O)Cc1ccc(NC2=NC3CS(=O)(=O)CC3S2)cc1)c1ccccc1 (stereo not drawn)	-0.3	-80	i	4	-6	-1	-0.5	9	-2	0
Cc1[nH]n(-c2cccc3ccccc23)c(=O)c1/C=N/NC(=O)c1cccc([N+](=O)[O-])c1	-0.4	3	i	4	10	-5	0.0	-18	-3	2
CC(C)C[C@H]1CNC(=S)N1C[C@H]1CCCN1C[C@H](Cc1ccccc1)N1C[C@H](Cc2ccc(O)cc2)N(CC2CCCCCC2)C1=S	4.1	1	i	9	42*	.	-0.2	-16	5	10
C/C(=N/NC(=O)c1ccccn1)c1ccc(O)cc1	-0.7	10	i	-2	1	-5	-0.5	-6	-2	-1
CCc1nnc2sc(-c3cc(-c4ccccc4)nc4ccccc34)nn12	0.4	-89	i	-5	0	-2	-0.2	21	-2	2
CCn1c(NCc2ccccc2Cl)nc2ccccc21	4.5	2	i	-2	-3	3	0.4	-1	-2	-4
O=c1[nH]c(/C=C/c2ccccn2)nc2ccccc12	-1.3	4	i	1	0	-4	-0.2	3	-33	-1
COc1ccc(S(=O)(=O)N2Cc3ccccc3CC2C(=O)O)cc1OC (stereo not drawn)	-0.7	-5	i	-7	-2	-12	0.2	1	4	3
CCC(=O)Oc1ccc(/C(CC)=C(\CC)c2ccc(OC(=O)CC)cc2)cc1	1.5	-7	i	-1	-3	-11	-1.1	5	4	2
C=CCC1NS(=O)(=O)OC(CCCC)C1O (stereo not drawn)	0.1	0	i	-2	4	-9	-0.3	5	1	1
CCNC(=S)Nc1ccc(Cc2nc3ccccc3[nH]2)cc1	-0.3	-34	i	-3	-5	0	0.7	-1	0	0
CN(Cc1nc2ccccc2c(=O)[nH]1)C(=O)c1cccc(S(=O)(=O)N2CCc3ccccc32)c1	1.2	-1	i	2	3	3	-0.4	-2	4	1
